14-3-3 Bad PPI – disrupts binding of bovine 14-3-3 zeta to phospho-Bad peptide; P63103; TR-FRET 14-3-3zeta/Dy647-pBad peptide displacement, 1 h; inhibition, % at 21.7 µM; 220,000 tested, 0.71% active;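 active means inhibition above about 70%, limit read from the data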;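 further: 0% = full 14-3-3 plus peptide FRET controls and 100% = background without 14-3-3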
Target sequence (P63103 whole entry, looked up): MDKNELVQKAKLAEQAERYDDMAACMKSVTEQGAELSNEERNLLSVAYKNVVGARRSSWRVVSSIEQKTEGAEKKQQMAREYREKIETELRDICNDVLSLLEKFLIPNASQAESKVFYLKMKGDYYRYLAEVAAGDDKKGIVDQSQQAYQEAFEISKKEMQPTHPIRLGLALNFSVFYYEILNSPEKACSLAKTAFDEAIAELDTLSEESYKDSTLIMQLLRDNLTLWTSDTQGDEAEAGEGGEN
NPY-Y1 PAM-ag – human NPY-Y1 potentiation or agonism, primary screen | activation, % at 3.6 µM | AID 1304 | NPY-Y1 expressing cells, potentiator/agonist activation | P25929 | 220,000 tested, 0.37% active; in the data active means activation above about 33%, passing the limit was not always enough;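 further: cells stimulated with NPY at EC10 then isoproterenol at EC100; 0% = low agonist plus stimulus and 100% = saturating agonist plus stimulus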
Target sequence (P25929 whole entry, looked up): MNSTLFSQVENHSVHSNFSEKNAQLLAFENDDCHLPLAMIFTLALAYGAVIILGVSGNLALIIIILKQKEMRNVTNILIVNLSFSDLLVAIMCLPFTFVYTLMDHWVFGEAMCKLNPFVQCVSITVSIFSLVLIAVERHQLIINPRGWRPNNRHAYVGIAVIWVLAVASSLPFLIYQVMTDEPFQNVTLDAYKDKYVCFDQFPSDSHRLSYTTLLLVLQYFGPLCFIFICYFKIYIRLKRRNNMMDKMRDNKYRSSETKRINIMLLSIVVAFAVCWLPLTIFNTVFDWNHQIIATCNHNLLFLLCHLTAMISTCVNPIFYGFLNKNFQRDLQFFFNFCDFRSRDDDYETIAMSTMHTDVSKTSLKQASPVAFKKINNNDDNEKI
EP2 mod – modulators of human EP2 prostaglandin E2 receptor. EP2-expressing cells, cAMP HTRF FRET, PGE2 co-stimulation. P43116. induction, % at 25 µM. 260,000 tested, 0.83% active;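 active means compounds whose cAMP rise, as percent of the full-agonist control response, exceeds 60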;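 further: rat C6 glioma line stably carrying human EP2 under a CMV promoter; the protocol text gives 20 µM as final concentration; 100% = response of wells given 1 µM PGE2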
Target sequence (P43116 whole entry, looked up): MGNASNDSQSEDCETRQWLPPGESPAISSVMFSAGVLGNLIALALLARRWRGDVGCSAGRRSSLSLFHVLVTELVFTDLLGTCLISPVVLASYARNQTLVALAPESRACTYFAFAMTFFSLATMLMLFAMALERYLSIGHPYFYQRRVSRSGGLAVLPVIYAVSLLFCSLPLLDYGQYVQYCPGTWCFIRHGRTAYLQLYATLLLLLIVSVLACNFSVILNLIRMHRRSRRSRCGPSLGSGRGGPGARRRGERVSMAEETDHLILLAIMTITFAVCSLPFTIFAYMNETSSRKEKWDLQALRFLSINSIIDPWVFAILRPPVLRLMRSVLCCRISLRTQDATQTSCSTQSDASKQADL
TRPML3 agonist – agonists of human TRPML3 channel. Q8TDD5. HEK293 TRPML3-YFP, Fluo-8 calcium fluorescence; 100% = the carbachol control signal. activation, % at 3 µM. 220,000 tested, 0.29% active. AID 1448;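 active means activation above its plate's cutoff, the mean activation of the plate's test wells plus 3 SD, cut at about 12% in these data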;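 further: 0% = DMSO only wells and 100% = carbachol wells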
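system = HEK293 cells stably carrying human TRPML3-YFP | doses = one concentration, 3 µM nominal, 0.3% DMSO | timing = dye loading 1 h 37 °C then 30 min ambient, 125 s read | detection = Fluo-8 calcium dye fluorescence, ex 470-495, em 515-575 nm | benchmarks = high control carbachol 87 µM, low control DMSO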
NPY Y1 blocker – antagonists of human neuropeptide Y receptor Y1. P25929. HEK293-CNG Y1 cells, membrane potential fluorescence; NPY at EC95, then isoproterenol. inhibition, % at 3.6 µM. 200,000 tested, 1% active;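 active means inhibition above the campaign mean inhibition of all tested compounds plus 3 SD, cut at about 20% in these data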;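 further: 0% = DMSO wells given NPY plus isoproterenol and 100% = isoproterenol alone without NPY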
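Material: HEK293 cells co-expressing NPY Y1 receptor and cyclic-nucleotide gated channel. Timing: compound incubation 1 h at room temperature, readout 45 min post-stimulation. Signal: fluorescence, membrane potential probe.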
CHOP inh – CHOP inhibition in unfolded protein response; 220,000 tested, 3.8% active; AID 2732; CHO-K1 CHOP-promoter luciferase, tunicamycin-induced, 15-18 h; inhibition, % at 10 µM;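 active means compounds that reduced the stress-induced luciferase reporter signal by more than about 70% of percent inhibition, limit read from the data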;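 further: 0% = tunicamycin plus vehicle and 100% = wells without tunicamycin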
zfTRPN1 agonist – activates the zebrafish TRPN1 channel. 220,000 tested, 0.18% active. activation, % at 3 µM. HEK293 zebrafish TRPN1-YFP, Fluo-8 calcium fluorescence; 100% = response to 87 µM carbachol;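 active means activation above its plate's cutoff, the mean activation of test wells on that plate plus 3 SD, cut at about 19% in these data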;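 further: 0% = DMSO alone and 100% = 87 µM carbachol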
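Assay system: Zebrafish TRPN1-YFP in HEK293 cells | Incubation: Dye loading 1 h at 37 °C, then 30 min room temperature | Measured by: Kinetic Fluo-8 fluorescence, ex 470-495, em 515-575 nm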
PPC-1+TRAIL kill – compounds killing PPC-1 cancer cells with TRAIL present (potentiator screen, no TRAIL-free arm); cell killing (% activity), % at 4 µM; 220,000 tested, 0.41% active; PPC-1 cells + TRAIL, ATPLite viability luminescence;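 active means cell killing above 50% in the first pass at 4 µM, then a duplicate retest at 5 µM averaging 50% or more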;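 further: plate controls were cells with TRAIL plus DMSO for no effect and medium-only wells lacking cells for full effect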
EP2 antag – inhibitors of human EP2 prostaglandin E2 receptor | P43116 | C6 glioma cells expressing human EP2, cAMP TR-FRET; cells stimulated with saturating PGE2 | inhibition, % at 25 µM | 260,000 tested, 0.52% active | AID 1422;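 active means percent inhibition above 40 after rounding to a whole number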;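 further: rat C6 glioma host cells with rolipram phosphodiesterase inhibitor present; the protocol text gives 20 µM as final concentration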
* = called active by the depositor; . = not tested or not shown; & = joins results of further samples; [ ] = remark or other dose. These rows are one share of the data; the hit share may differ from the screen's.

SMILES	14-3-3 Bad PPI	NPY-Y1 PAM-ag	EP2 mod	TRPML3 agonist	NPY Y1 blocker	CHOP inh	zfTRPN1 agonist	PPC-1+TRAIL kill	EP2 antag
CCCOc1ccc(CC(=O)NNC(=S)Nc2ccccc2)cc1Br	-6.9	-31.2	-48.2	0.0	2.1	-5.2	-0.9	-16.7	16.1
CC(C)(C)NC(=O)c1ccccc1-c1nc(-c2ccccc2Cl)no1	-5.5	-20.9	29.3	-0.9	4.0	20.1	-0.1	-0.5	10.8
COC(=O)Cn1c(=O)c2c(nc(Br)n2Cc2ccccc2Cl)n(C)c1=O	-0.8	-14.9	17.7	0.4	7.0	7.2	0.2	4.9	18.8
COc1ccc(C2c3ccsc3CCN2C(=O)NC(C)(C)C)cc1 (configuration not stated)	-7.5	-0.1	40.9	-1.8	.	5.8	-3.5	1.5	7.6
CCCNC(=O)c1ccc2c(=O)n3c(-c4ccc(C)cc4)csc3nc2c1	58.7	.	-4.0	.	.	56.5	.	25.0	21.8
Cn1cccc1CC(=O)N/N=C/c1ccc([N+](=O)[O-])cc1	-8.2	-0.1	-34.1	0.3	.	10.6	-1.3	3.0	14.9
CC1(C)CC(=O)C(C2C3=C(CC(C)(C)CC3=O)Oc3ccccc32)C(=O)C1 (configuration not stated)	-1.1	7.2	15.7	-0.9	.	39.8	0.1	-6.7	10.0
CC(=O)n1c2c(c3ccccc31)OC(N)=C(C#N)C2c1ccc(C(C)C)cc1 (configuration not stated)	2.0	32.7	-6.5	0.9	-6.3	40.1	0.5	5.8	14.7
Cc1cc(/C(=N/O)C(C)(C)NO)ccc1Cl	16.9	5.7	24.2	0.3	-1.8	101.8*	-0.2	4.0	9.3
Fc1ccc(/C=N/NC(=S)Nc2ccc(Cl)cc2)cc1F	-3.5[fluorescence artefact?]	-9.1	12.6	-0.1	8.7	59.8	-0.5	-5.9	7.9
O=C(CSc1nc2c(c(=O)[nH]1)CCC2)Nc1cccc(Cl)c1	.	-30.5	10.0	-2.0	5.2	18.8	-1.4	-7.9	8.8
O=C(CN(c1ccc(F)cc1)S(=O)(=O)c1ccc2c(c1)OCCO2)N1CCOCC1	4.9	-11.2	3.3	0.0	-2.9	37.5	1.9	23.3	8.9
O=C(COC(=O)Cc1c[nH]c2ccccc12)Nc1ccccc1	3.6[fluorescence artefact?]	-1.5	-4.9	0.2	4.0	43.2	0.5	7.7	12.9
COc1ccc(NCc2nnc(SCc3ccc(Cl)cc3)n2-c2ccccc2)cc1	-17.1	-26.8	8.0	-0.9	0.6	14.4	-2.2	8.4	7.9
CNc1c(N)c(=O)oc2ccccc12	-3.5	-5.2	-16.1	0.2	0.1	-5.4	-0.3	-1.7	3.0
CCN1C(=O)S/C(=C/c2ccc(Sc3nc4ccccc4[nH]3)o2)C1=O	-15.0[fluorescence artefact?]	-7.9	4.7	0.7	-3.8	47.6	1.9	24.2	7.0
COCCN(C(=O)c1ccccc1OC)c1nnc(C)s1	-1.0	-11.2	3.9	-1.4	2.9	11.0	-0.9	4.0	5.3
CCc1ccccc1N1CCN(S(=O)(=O)c2ccc(F)c(C)c2)CC1	7.2	9.0	40.6	1.1	6.6	74.2*	0.0	-3.5	5.4
COc1ccc(C(=O)Nc2ccccc2C(=O)N/N=C/c2ccncc2)cc1OC	1.9	-11.7	-2.9	0.8	.	22.7	2.6	95.5*[5 µM]	7.3
COc1ccc(C)cc1-n1nnnc1SCC1CCCO1 (configuration not stated)	6.4	-20.3	2.7	1.1	7.8	10.7	0.4	12.0	8.2
Cc1ccc(NC(=O)CSc2n[nH]c(N)n2)cc1S(=O)(=O)N1CCOCC1	-5.4	5.4	3.8	0.8	.	14.4	0.5	10.8	10.2
Cc1cc2nc(-c3ccccn3)c(-c3ccccn3)nc2cc1C	-2.7	6.7	-0.6	0.4	.	-41.0	1.8	35.4	3.5
Cc1ccc(S(=O)(=O)NNC(=O)Nc2ccc(Cl)cc2)cc1	-9.0	4.7	-13.8	-0.6	-2.6	3.3	1.4	13.0	5.0
Cc1onc(-c2ccccc2)c1C(=O)NNC(=S)NC(=O)/C=C/c1cccs1	-4.3[fluorescence artefact?]	1.6	-1.2	0.2	10.3	63.1	-0.4	2.5	10.8
CC1CCN(S(=O)(=O)N2CCC(C(=O)NCc3ccc4c(c3)OCO4)CC2)CC1	-6.8	-14.2	2.1	0.0	-2.0	27.4	1.0	30.1	6.8

11 structures out of the list, ordered by length of the SMILES, lowest first.
SMILES	14-3-3 Bad PPI	NPY-Y1 PAM-ag	EP2 mod	TRPML3 agonist	NPY Y1 blocker	CHOP inh	zfTRPN1 agonist	PPC-1+TRAIL kill	EP2 antag
CNc1c(N)c(=O)oc2ccccc12	-3.5	-5.2	-16.1	0.2	0.1	-5.4	-0.3	-1.7	3.0
Cc1cc(/C(=N/O)C(C)(C)NO)ccc1Cl	16.9	5.7	24.2	0.3	-1.8	101.8*	-0.2	4.0	9.3
COCCN(C(=O)c1ccccc1OC)c1nnc(C)s1	-1.0	-11.2	3.9	-1.4	2.9	11.0	-0.9	4.0	5.3
Fc1ccc(/C=N/NC(=S)Nc2ccc(Cl)cc2)cc1F	-3.5[fluorescence artefact?]	-9.1	12.6	-0.1	8.7	59.8	-0.5	-5.9	7.9
Cc1cc2nc(-c3ccccn3)c(-c3ccccn3)nc2cc1C	-2.7	6.7	-0.6	0.4	.	-41.0	1.8	35.4	3.5
COc1ccc(C2c3ccsc3CCN2C(=O)NC(C)(C)C)cc1 (configuration not stated)	-7.5	-0.1	40.9	-1.8	.	5.8	-3.5	1.5	7.6
Cc1ccc(S(=O)(=O)NNC(=O)Nc2ccc(Cl)cc2)cc1	-9.0	4.7	-13.8	-0.6	-2.6	3.3	1.4	13.0	5.0
O=C(CSc1nc2c(c(=O)[nH]1)CCC2)Nc1cccc(Cl)c1	.	-30.5	10.0	-2.0	5.2	18.8	-1.4	-7.9	8.8
CC(C)(C)NC(=O)c1ccccc1-c1nc(-c2ccccc2Cl)no1	-5.5	-20.9	29.3	-0.9	4.0	20.1	-0.1	-0.5	10.8
CCCNC(=O)c1ccc2c(=O)n3c(-c4ccc(C)cc4)csc3nc2c1	58.7	.	-4.0	.	.	56.5	.	25.0	21.8
COC(=O)Cn1c(=O)c2c(nc(Br)n2Cc2ccccc2Cl)n(C)c1=O	-0.8	-14.9	17.7	0.4	7.0	7.2	0.2	4.9	18.8

The list continues:
SMILES	14-3-3 Bad PPI	NPY-Y1 PAM-ag	EP2 mod	TRPML3 agonist	NPY Y1 blocker	CHOP inh	zfTRPN1 agonist	PPC-1+TRAIL kill	EP2 antag
O=C(Nc1cnc2ccccn2c1=O)c1ccc(Cl)cc1Cl	-4.4	21.7	-25.0	0.1	0.2	6.6	1.1	37.4[5 µM]	11.3
CSc1c[n+]2c(n1C)CCC2	30.4	-10.7	16.4	0.7	3.8	18.1	0.4	5.1	12.6
O=C(O)CCc1ccc(-c2cccs2)n1CC1CCCO1 (configuration not stated)	9.2	-34.0	40.4	1.0	3.9	-10.6	0.4	-1.3	9.8
CCCCOc1ccc(C(=O)OC2CC(C)N(C)CC2C)cc1 (configuration not stated)	-6.9[fluorescence artefact?]	-42.2	-4.8	-0.1	15.2	30.2	1.4	25.1	9.6
COc1cccc2cc(-c3cn4cccc(C)c4n3)c(=O)oc12	.	1.2	.	0.8	-3.7	.	-0.3	.	10.4
Cc1ccc(-n2c(C)cc(C(=O)COC(=O)c3c(C)noc3C)c2C)cc1	3.5	-16.4	52.3	0.4	2.6	67.1	0.1	8.5	7.9
CN(Cc1ccccc1)c1cc(Cl)nc(N)n1	-2.2	0.4	-6.1	-0.6	6.9	25.6	-0.5	17.2	6.5
O=C(Nc1ccncc1)c1cccc2ccccc12	1.1	1.6	-6.7	0.6	.	10.3	1.6	3.8	9.5
Cc1ccc2cc(C)c3nnc(SCC(=O)Nc4nc5c(s4)CCCC5)n3c2c1	5.5	-15.2	10.6&29.0	0.6	1.5	83.4*	1.7	0.4	17.5&3.5
CCCC(=O)Nc1cc(OC)c(OC)cc1C(=O)O	0.7	-8.2	27.1	1.1	3.6	19.2	0.2	3.0	10.7
CC1(C)Cc2nc(NCCCO)c(C#N)cc2CO1	.	6.6	14.9	0.8	-0.3	12.1	0.4	12.0	7.6
CSc1snc(SCC(N)=O)c1C#N	10.2	-15.0	33.9	0.3	-4.7	9.4	1.2	2.4	15.7
O=c1c2ccccc2n(CC(O)CN2CCCCC2)c2ccccc12 (configuration not stated)	-6.9	14.6	-24.9	0.8	.	2.1	-0.3	-4.0	7.0
COC(=O)c1ccc(S(=O)(=O)N2CCCN(Cc3ccccc3)CC2)n1C	-4.1	-11.1	-49.6	1.3	.	11.2	2.8	12.6	8.2
Cc1ccc(N2CCN(S(=O)(=O)c3ccc(F)c(C)c3)CC2)c(C)c1	6.6[fluorescence artefact?]	-27.1	-26.1	1.2	8.3	60.9	0.3	45.0	11.1
CNC(=O)c1sc(N2N=C3/C(=C/c4ccccc4)CCCC3C2c2ccccc2)nc1C (configuration not stated)	0.4	-2.9	4.2	0.2	-1.5	40.5	1.8	4.5	8.5
CCCCCC(=O)NC(=S)Nc1cccc(-c2nc3ncccc3o2)c1	3.1	13.0	17.2	0.8	.	20.7	1.3	3.4	11.1
Cc1cc(C=O)c(C)n1-c1sc2c(c1C(=O)O)CCCC2	-15.3	18.0	3.8	1.1	-0.8	12.8	-0.9	12.9	9.2
Cc1onc(-c2c(Cl)cccc2Cl)c1C(=O)N1CCc2ccccc21	-8.9	9.8	39.4	-1.3	-3.6	33.9	-0.4	8.6	6.4
NC(=O)C1(c2ccccc2)CCC(=O)N1c1ccccc1 (configuration not stated)	-8.7	-3.2	-15.9	0.6	.	9.7	0.4	23.6	13.4
